CHO-K1 Ca antag: nonselective inhibitor or artifact in parental CHO-K1 cells; ATP-induced calcium, Fluo-8 fluorescence; AID 602250; inhibition, % at 3 µM; 0.6% of 360,000 active;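 active = inhibition above a per-plate cutoff, the plate's mean sample inhibition plus 3 SD, cut at about 24% in these data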;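 note: 0% = DMSO plus EC80 ATP and 100% = DMSO alone without ATP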
TAAR1 agonist: human TAAR1 agonism | CHO RD-HGA16 TAAR1, Fluo-8 calcium fluorescence; vehicle wells 0%, saturating PEA agonist 100% | AID 624467 | activation, % at 3 µM | 0.99% of 360,000 active | Q96RJ0;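 active = activation above the mean activation of all test compounds in the run plus 3 SD, cut at about 38% in these data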
Target sequence (Q96RJ0 whole entry, looked up): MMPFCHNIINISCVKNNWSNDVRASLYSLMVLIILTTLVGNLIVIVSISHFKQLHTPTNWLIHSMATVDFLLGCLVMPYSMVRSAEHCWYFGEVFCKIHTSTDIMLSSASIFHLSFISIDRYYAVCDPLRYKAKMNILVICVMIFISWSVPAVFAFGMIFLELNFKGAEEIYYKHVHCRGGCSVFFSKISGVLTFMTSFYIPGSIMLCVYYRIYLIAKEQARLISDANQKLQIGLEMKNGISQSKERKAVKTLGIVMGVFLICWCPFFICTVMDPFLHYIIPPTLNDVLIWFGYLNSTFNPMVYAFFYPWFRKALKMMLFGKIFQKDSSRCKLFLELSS
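test system = CHO RD-HGA16 cells carrying human TAAR1 plus Gα16 | schedule = 17-24 h seeding, 75 min 37 °C dye, 30 min RT | compound dosing = 3 µM single concentration | control set = DMSO and PEA EC100 | replicates = n 1 | signal = Fluo-8 fluorescence, 5 s baseline then 140 s kinetic read | measure = percent activation vs PEA EC100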
CHRM1 agonist: activates human CHRM1 receptor; CHO-K1 hM1, Fluo-8 calcium fluorescence, agonist mode; 0% DMSO, 100% acetylcholine EC100; activation, % at 3 µM; 0.33% of 360,000 active;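 active = activation above the run's mean compound activation plus 3 SD, cut at about 16% in these data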;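 note: peak over basal fluorescence ratio within a 140 s kinetic read after compound addition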
Target sequence (P11229 whole entry, looked up): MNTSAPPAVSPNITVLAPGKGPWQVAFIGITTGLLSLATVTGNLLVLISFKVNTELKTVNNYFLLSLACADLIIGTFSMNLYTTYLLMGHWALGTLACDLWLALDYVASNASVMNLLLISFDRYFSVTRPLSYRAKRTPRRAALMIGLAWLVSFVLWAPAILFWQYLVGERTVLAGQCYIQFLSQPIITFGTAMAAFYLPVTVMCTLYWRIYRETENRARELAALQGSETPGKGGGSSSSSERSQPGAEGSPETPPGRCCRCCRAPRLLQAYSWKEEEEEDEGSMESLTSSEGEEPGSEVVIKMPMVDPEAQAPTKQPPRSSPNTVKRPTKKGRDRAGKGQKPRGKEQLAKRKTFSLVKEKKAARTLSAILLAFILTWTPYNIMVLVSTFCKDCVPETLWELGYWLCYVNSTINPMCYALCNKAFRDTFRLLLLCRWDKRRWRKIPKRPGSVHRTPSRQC
M1 PAM: potentiates human M1 receptor response to acetylcholine; P11229; CHO-K1 hM1, Fluo-8 calcium fluorescence, ACh EC20; 0% = ACh EC20, 100% = maximal ACh; activation, % at 3 µM; 0.088% of 360,000 active; in the data active = activation above about 19%, passing the limit was not always enough
M1 PAM parental: M1 PAM counterscreen hit in parental CHO-K1 cells. AID 602247. activation, % at 3 µM. 0.02% of 360,000 active. ATP EC20, Fluo-8 calcium fluorescence; 0% at ATP EC20, 100% at ATP max;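 active = activation above the run cutoff, the mean activation of all test compounds plus 3 SD, cut at about 40% in these data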;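 note: peak over basal fluorescence ratio in a 140 s read after ATP addition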
M1 ag parental: M1 agonist counterscreen hit in parental CHO-K1 cells | Fluo-8 calcium fluorescence; scaled to maximal ATP response, vehicle zero | activation, % at 3 µM | 0.48% of 360,000 active | AID 602248; in the data active = activation above about 15%;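 note: untransfected CHO-K1 host cells lacking M1 receptor as counterscreen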
CHO parental Ca: signal in parental CHO cells, OX1R antagonist counter-screen | 0.63% of 330,000 active | parental CHO-K1, ATP-induced calcium, Fluo-8 fluorescence | inhibition, % at 5.6 µM | AID 463079;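 active = inhibition above that plate's mean sample inhibition plus 3 SD, cut at about 26% in these data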;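 note: 0% = ATP-challenged DMSO wells and 100% = DMSO wells without ATP; some compounds past the cut are filed as inactive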
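Material: Parental CHO cells | Reagent: ATP | Compound dosing: Single nominal dose of 5.6 µM per compound | Detection: Intracellular calcium via Fluo-8 no-wash fluorescent dye | Read-out: % inhibition of ATP-induced calcium mobilization | Benchmarks: Low control ATP plus DMSO, high control DMSO only | Replicates: Singlicate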
TAAR1 antag: human TAAR1 antagonism; Q96RJ0; CHO RD-HGA16 TAAR1, Fluo-8 calcium fluorescence, antagonist; inhibition, % at 3 µM; 1.5% of 360,000 active;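 active = inhibition above a per-plate cutoff, the mean inhibition of test compounds on that plate plus 3 SD, cut at about 49% in these data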;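 note: 0% = DMSO plus EC80 beta-PEA response and 100% = DMSO alone without agonist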
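Test system: RD-HGA16 CHO cells with stable hTAAR1 and Gα16 / Probe or stimulus: EC80 β-phenethylamine stimulus / Times: seeding 17-24 h prior, 75-min 37 °C, 30-min RT dye loading / Detection: Fluo-8 calcium-sensitive fluorescence / Read-out basis: % inhibition scaled between DMSO and EC80 PEA controls / Repeats: singlicate, one well per test compound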
CHRM1 antagonist: blocks human M1 muscarinic receptor; P11229; 1.3% of 360,000 active; inhibition, % at 3 µM; AID 588852; CHO-K1 hM1, Fluo-8 calcium fluorescence, ACh EC80 antagonist;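 active = percent inhibition above its own plate's cutoff, namely the mean of that plate's compound wells plus 3 SD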;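 note: peak over basal fluorescence ratio during 140 s after agonist addition; 0% = ACh EC80 plus DMSO and 100% = DMSO alone without agonist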
The depositor's hits bear a star; . = not tested or not shown.

mol	CHO-K1 Ca antag	TAAR1 agonist	CHRM1 agonist	M1 PAM	M1 PAM parental	M1 ag parental	CHO parental Ca	TAAR1 antag	CHRM1 antagonist
O=C(O)C1CCCN(S(=O)(=O)c2cccs2)C1 (stereo not given)	8	7	-2	-4	-1	0.0	-10	-7	9
O=C(O)CCCCCNC(=O)CCn1cnc2ccccc2c1=O	-4	15	-3	6	15	0.5	7	-19	-8
Cc1ccc(OCc2n[nH]c(=S)n2-c2ccc(C)cc2)cc1	-11	9	6	0	-8	1.2	-10	-11	4
CO[C@H](C(=O)N(C)C[C@@H]1OCc2ccccc2-c2c(n(C)c3ccccc23)C(=O)N([C@H](C)CO)C[C@@H]1C)c1ccccc1	-13	6	-4	7	30	3.0	.	-8	-6
O=C(Nc1nc2ccc(S(=O)(=O)N3CCCC3)cc2s1)c1ccco1	18	3	-6	-8	-15	0.3	-18	-9	16
Cc1nn(Cc2noc(C(=O)NCCc3ccccn3)n2)c(C)c1Br	-19	24	-7	4	-9	6.3	-14	-7	-8
COc1ccccc1-c1noc(CCC(=O)Nc2ccccc2Cl)n1	-9	3	-1	6	14	2.4	-21	7	-7
CC1(C)CC(=O)C2=C(C1)N(c1ccc(F)cc1)C(=O)CC2c1ccccc1 (stereo not given)	-4	1	-3	8	19	0.3	-10	-1	-8
CC(OC(=O)CCN=C1NS(=O)(=O)c2ccccc21)C(=O)c1ccccc1 (stereo not given)	3	6	2	7	-11	1.0	2	-22	7
CCOc1[nH]n(-c2ccc(Cl)cc2)c(=O)c1C=NCC(=O)OC	-1	2	-5	0	22	0.5	-14	-3	2
c1ccc(CN2CCN(C(c3ccccc3)c3nnnn3Cc3ccccc3)CC2)cc1 (stereo not given)	-8	5	-8	-3	18	0.0	-26	-3	-19
CCOC(=O)N1CCN(c2ccccc2OC)CC1	12	-2	-1	-8	-9	2.1	-18	-44	18
CCCCN(CC)c1nc(N)c(C#N)c(CC#N)c1C#N	4	12	-3	9	17	9.5	-32	14	-5
CN1CCN(C(=S)c2ccc(Cl)cc2)CC1	4	9	-3	1	4	-0.1	9	6	-27
CN(C)c1ccnc(-n2cccc2/C=N/O)c1C#N	3	1	-4	6	-4	-0.3	-5	14	-1
CC1(C(=O)Nc2cccc(OC(F)(F)F)c2)Cc2c(-c3ccc4c(c3)OCO4)ccnc2O1 (stereo not given)	-2	0	-1	0	16	0.3	.	-44	-6
O=C(CCNC(=O)c1ccc([N+](=O)[O-])cc1)NCC1COc2ccccc2O1 (stereo not given)	-7	0	0	8	11	1.5	.	-18	-6
Cc1ccc(-n2cccc2/C=C2\C(=N)N3N=C(c4ccco4)SC3=NC2=O)cc1	1	-1	-5	-8	14	0.6	-4	-7	-2
COc1ccc(-c2cc(C(=O)NCC(C)C)no2)cc1	-11	72*	-6	0	24	2.4	-6	42	-1
COC(=O)C1=C(C(=O)OC)SC(=C2C(=S)C(C)(C)N(C(=O)C3CC3)c3ccccc32)S1	-19	-1	-9	-7	22	-0.3	-24	0	9
CCCCn1c(N)c(N(Cc2ccccc2OC)C(=O)CSCC(=O)Nc2ccc(C)cc2)c(=O)[nH]c1=O	-12	3	-5	8	15	0.2	.	7	-4
Cc1ccccc1NC(=O)CON=C(N)c1ccccc1	-10	3	0	7	1	1.7	-14	-2	-9
COc1ccc(S(=O)(=O)NC2CCCCC2)c(C)c1C	2	-2	-2	-3	1	0.1	-19	-9	-11
Cc1ccccc1N1CCN(C(=S)c2ccc([N+](=O)[O-])cc2)CC1	0	0	-8	-10	-1	-0.8	-24	23	-2
O=S(=O)(c1ccc2c(c1)OCCO2)N1CCC(c2nc3ccccc3[nH]2)CC1	-34	7	-8	-13	7	2.9	-13	-4	13
O=C(Nc1ncc2c(n1)-c1ccccc1OC2)c1ccc(Cl)cc1	8	7	-6	2	-1	-0.2	-21	1	2
CCCCC[C@@H](C)N1C[C@@H](COCc2ccccc2)Oc2cc(N3CCC[C@H]3CO)ccc2S1(=O)=O	-1	1	.	.	4	2.8	.	6	.
CCc1ccc(N(C(=O)c2csnn2)C(C(=O)NC(C)(C)C)c2cccnc2)cc1 (stereo not given)	-11	6	-3	12	16	0.7	-12	-29	-12
COc1cccc(CNc2ccc(S(N)(=O)=O)cc2)c1OC	-25	6	1	2	18	2.0	1	6	-27
O=C(c1cc(S(=O)(=O)N2CCCCC2)ccc1N1CCOCC1)N1CCN(Cc2ccccc2)CC1	-14	4	-5	2	16	0.1	-19	-2	2

Structures shown so far that contain a furan ring, fused or not (2):
mol	CHO-K1 Ca antag	TAAR1 agonist	CHRM1 agonist	M1 PAM	M1 PAM parental	M1 ag parental	CHO parental Ca	TAAR1 antag	CHRM1 antagonist
O=C(Nc1nc2ccc(S(=O)(=O)N3CCCC3)cc2s1)c1ccco1	18	3	-6	-8	-15	0.3	-18	-9	16
Cc1ccc(-n2cccc2/C=C2\C(=N)N3N=C(c4ccco4)SC3=NC2=O)cc1	1	-1	-5	-8	14	0.6	-4	-7	-2

Additional results follow.
mol	CHO-K1 Ca antag	TAAR1 agonist	CHRM1 agonist	M1 PAM	M1 PAM parental	M1 ag parental	CHO parental Ca	TAAR1 antag	CHRM1 antagonist
O=C(O)c1ccc(S(=O)(=O)c2ccc(Sc3ccc(C(=O)O)c(C(=O)O)c3)cc2)cc1	3	0	-4	8	13	0.3	-9	-8	-1
Cc1ccc(CNCC(=O)Nc2ccc(N3CCOCC3)cc2)cc1	1	9	-2	13	14	1.6	-17	-28	-18
O=S(=O)(c1ccccc1)N1N=C(c2ccc(O)cc2)CC1c1ccco1 (stereo not given)	0	3	-1	4	-11	2.9	13	-3	8
COCCn1nnnc1C(c1ccccc1)N1CCN(C)CC1 (stereo not given)	-3	12	-6	-6	9	0.4	-3	-2	7
O=C1NC(=S)N/C1=C/c1cc2c(cc1[N+](=O)[O-])OCO2	-3	0	1	8	10	0.6	2	-2	-9
COCCCNC(=O)c1csc([C@@H]2C[C@H](O)[C@@H](CO)O2)n1	-14	3	-1	5	18	-0.3	.	-18	-6
O=C(c1ccccc1F)N1CCC(N2CCCCCC2)CC1	-1	14	-6	-14	1	0.0	4	9	28
Cc1ccc(C)c(NC(=O)C2Cc3ccccc3CN2C(=O)OCc2ccccc2)c1 (stereo not given)	-9	2	-6	9	23	0.7	-31	4	-32
CCN1C(=O)/C(=C2\SC(N3CCOCC3)=NC2=O)c2ccccc21	-16	3	-5	5	19	0.8	.	-14	-6
C=C(C)CSc1nc2sc3c(c2c(=O)n1-c1ccccc1)CCN(C)C3	-7	-1	-11	-24	15	0.5	-22	13	36*
Nc1nnc(SCC(=O)Nc2ccc3c(c2)OCCO3)s1	13	3	-1	11	-4	0.1	-7	8	-7
O=C(Nc1nc2ccc(S(=O)(=O)N3CCOCC3)cc2s1)c1cccs1	0	17	-4	2	10	1.6	-9	-6	-1
Cc1ccc(-c2nnc(Cc3ccc(Cl)cc3)o2)cc1	12	-3	-5	-11	-6	-0.6	1	-17	7
O=C(Cn1c(=O)n(-c2ccccc2)c(=O)c2oc3ccccc3c21)Nc1ccccc1	-7	1	-4	5	20	1.4	-15	8	4
NC(=O)c1[nH]cnc1N=NN(CCO)Cc1ccccc1	-6	2	-1	3	-13	-0.2	.	12	-2
O=C(Nc1ccc(F)c(Cl)c1)c1nsc(Cl)c1Cl	-4	-3	-5	-13	11	2.3	-10	-19	9
COc1ccc(S(=O)(=O)N2CCCCCC2)cc1NC(=O)CCc1cc(OC)c(OC)c(OC)c1	-16	0	-6	7	8	0.8	.	-11	-8
O=C(N/N=C/c1ccc(N2CCOCC2)cc1)c1ccccn1	-7	2	-2	5	11	1.2	-4	-3	-5
CC1CCCN(C(=O)Cn2nnc(-c3ccc([N+](=O)[O-])cc3)n2)C1 (stereo not given)	5	1	-2	-1	-4	0.8	13	2	-1
CCCCSc1nnc(-c2ccc(NC(=O)CCc3ccccc3)cc2)n1C	-1	7	-5	7	11	0.3	-9	3	-7

Four records drawn at random from those above:
mol	CHO-K1 Ca antag	TAAR1 agonist	CHRM1 agonist	M1 PAM	M1 PAM parental	M1 ag parental	CHO parental Ca	TAAR1 antag	CHRM1 antagonist
Cc1ccc(CNCC(=O)Nc2ccc(N3CCOCC3)cc2)cc1	1	9	-2	13	14	1.6	-17	-28	-18
O=C(Nc1ccc(F)c(Cl)c1)c1nsc(Cl)c1Cl	-4	-3	-5	-13	11	2.3	-10	-19	9
NC(=O)c1[nH]cnc1N=NN(CCO)Cc1ccccc1	-6	2	-1	3	-13	-0.2	.	12	-2
CCCCSc1nnc(-c2ccc(NC(=O)CCc3ccccc3)cc2)n1C	-1	7	-5	7	11	0.3	-9	3	-7

Bioassay records deposited in PubChem by The Scripps Research Institute Molecular Screening Center.
